ST2 inh: IL1RL1 inhibition. inhibition, % for hits at 17 µM. actives 2.3% (n = 78,000). AlphaLISA ST2-Fc/biotin-IL-33 interaction, 1 h; in the data active = inhibition above about 30%; inconclusive = mostly about 10% to 28%
Target sequence (Q01638 whole entry, looked up): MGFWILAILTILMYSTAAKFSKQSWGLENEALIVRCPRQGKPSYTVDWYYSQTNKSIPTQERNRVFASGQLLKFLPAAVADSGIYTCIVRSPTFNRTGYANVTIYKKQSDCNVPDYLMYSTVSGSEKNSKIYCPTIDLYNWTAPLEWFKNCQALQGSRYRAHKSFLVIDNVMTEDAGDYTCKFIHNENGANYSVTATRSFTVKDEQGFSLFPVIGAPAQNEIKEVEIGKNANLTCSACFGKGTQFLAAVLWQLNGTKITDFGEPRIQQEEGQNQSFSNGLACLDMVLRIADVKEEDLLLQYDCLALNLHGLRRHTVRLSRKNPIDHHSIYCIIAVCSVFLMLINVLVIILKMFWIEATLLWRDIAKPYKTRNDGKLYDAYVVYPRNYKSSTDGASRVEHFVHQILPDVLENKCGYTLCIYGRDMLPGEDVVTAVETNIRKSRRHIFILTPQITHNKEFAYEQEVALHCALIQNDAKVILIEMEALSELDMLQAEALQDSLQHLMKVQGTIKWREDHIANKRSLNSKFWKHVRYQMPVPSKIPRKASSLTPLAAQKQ
Numbers without * were called inactive; i = inactive; ? = inconclusive.

SMILES | ST2 inh
COc1ccc(Br)cc1C1N(c2ccccn2)C(=O)C2CCCN21 (stereo unspecified) | i
Cc1cc(C)c(C)c(OCC(=O)N2CCN(C)CC2)c1 | i
CN1CCN(Cc2cccc(F)c2)CC1 | ?
CC(C)(C)CC(=O)N1C[C@@H]2C[C@H](C1)c1ccc(NC(=O)COc3ccccc3)c(=O)n1C2 | i
CC(=O)Nc1ccc(-c2ccc3n(c2=O)C[C@H]2C[C@@H]3CN(C3CCN(C)CC3)C2)cc1 | ?
CSc1cccc(CNC(=O)c2cn(C3CCCCC3)nn2)c1 | i
C=C[C@H]1CN2CC[C@H]1C[C@@H]2CNC(=O)Nc1cccc(SC)c1 | i
COc1ccccc1CNC(=O)[C@H]1CN2CCC1C[C@@H]2Cn1cc(-c2ccc(C(C)(C)C)cc2)nn1 (stereo partly specified) | i
O=C(Nc1ccccc1)N1C[C@@H]2C[C@H](C1)c1c(-c3ccccc3F)ccc(=O)n1C2 | i
COCCN1CCCC2(CCN(C(=O)Cc3cccnc3)C2)C1 (stereo unspecified) | i
C=CCN1CC[C@]23CCCCC2[C@H]1Cc1ccc(O)cc13 (stereo partly specified) | ?
Cc1nc(C(C)C)ncc1C(=O)N1CCC2(CC1)NCCNC2=O | ?
Cn1nc(-c2cccs2)cc1[C@H]1CN2CC[C@H]1C[C@@H]2CNC(=S)Nc1cccc(C#N)c1 | i
COc1ccc2c(c1OC)C(=O)O[C@H]2[C@@H]1c2cc3c(cc2CCN1C)OCO3 | ?
C=CCSCC(=O)N1CCN2CCNC(=O)C2C1 (stereo unspecified) | ?
O=C(NC1CCCCC1)N1C[C@@H]2C[C@H](C1)c1ccc(C3CCCCC3)c(=O)n1C2 | i
COc1ccccc1N1CCN(Cc2ccccc2)CC1 | i
O=C(Nc1ccon1)c1cccn(Cc2ccc(Br)cc2)c1=O | i
CSc1ccc(CN2CCN(c3cccc(C)c3C)CC2)cc1 | ?
COCCC(=O)N1C[C@@H]2C[C@H](C1)c1ccc(NC(=O)CN(C)C)c(=O)n1C2 | ?
CN(Cc1ccccc1)Cc1cn(C[C@H]2CC3CCN2C[C@@H]3C(=O)Nc2nccs2)nn1 (stereo partly specified) | i
COc1ccccc1CN1CCN(c2cccc(C)c2C)CC1 | ?
CCOc1ccc(CN2CCN(c3cccc(C)c3C)CC2)cc1 | ?
O=C(O)c1[nH]c2ccccc2c1CC(=O)N1CCN(Cc2ccccc2)CC1 | i
CC(=O)c1ccc(NC(=O)NC[C@H]2C[C@@H]3CCN2C[C@@H]3c2cc(-c3cccs3)nc(C)n2)cc1 | ?
CC(C)(O)c1cn(C[C@H]2CC3CCN2C[C@@H]3C(=O)NCc2ccccc2)nn1 (stereo partly specified) | ?
C[C@]12Cc3cn4c(nc3C=C1CCC1C2CC[C@@]2(C)[C@H]1CC[C@@]2(O)C#N)nc1ccccc14 (stereo partly specified) | i
C#C[C@H]1CN2CC[C@H]1C[C@@H]2CNC(=S)NC1CC1 | i
c1ccc2c(CN3CCC4(CCCNC4)C3)c[nH]c2c1 (stereo unspecified) | i
Fc1ccc(N2CCN(CCc3ccccc3)CC2)cc1 | ?
CN1C(=O)C2(CCN(Cc3cccnc3N)CC2)c2ccccc21 | i
C#Cc1ccc(CN(C)C(C)Cc2cc(C)ccn2)cc1 (stereo unspecified) | i
COc1ccc(NC(=O)N2C[C@@H]3C[C@H](C2)c2ccc(NC(=O)CN(C)C)c(=O)n2C3)cc1 | i
O=C(c1cncnc1)N1C[C@@H]2C[C@H](C1)c1ccc(-c3cccnc3)c(=O)n1C2 | i
Cc1nc2ccccc2c(=O)n1-c1cccc([N+](=O)[O-])c1 | i
CN(CCc1ccccn1)C[C@H]1CN2CC[C@H]1C[C@@H]2CNC(=S)NCc1ccco1 | i
Cc1ccc(C(=O)NC[C@H]2C[C@@H]3CCN2C[C@@H]3c2cc(-c3cccs3)nc(C)n2)cc1 | i
CCOC(=O)c1c(C)n(C2CCCCC2)c2ccc(OC(C)=O)cc12 | i
C#C[C@H]1CN2CC[C@H]1C[C@@H]2CNC(=O)c1ccc(-c2ccccc2)cc1 | i
CN1C(=O)C(Cc2ccc3c(c2)OCO3)C(=O)N(C)C1=O | i

Reformatted as comma-separated lines: part of the list above
SMILES,ST2 inh
COc1ccccc1CN1CCN(c2cccc(C)c2C)CC1,?
CCOc1ccc(CN2CCN(c3cccc(C)c3C)CC2)cc1,?
O=C(O)c1[nH]c2ccccc2c1CC(=O)N1CCN(Cc2ccccc2)CC1,i
CC(=O)c1ccc(NC(=O)NC[C@H]2C[C@@H]3CCN2C[C@@H]3c2cc(-c3cccs3)nc(C)n2)cc1,?
CC(C)(O)c1cn(C[C@H]2CC3CCN2C[C@@H]3C(=O)NCc2ccccc2)nn1 (stereo partly specified),?
C[C@]12Cc3cn4c(nc3C=C1CCC1C2CC[C@@]2(C)[C@H]1CC[C@@]2(O)C#N)nc1ccccc14 (stereo partly specified),i
C#C[C@H]1CN2CC[C@H]1C[C@@H]2CNC(=S)NC1CC1,i
c1ccc2c(CN3CCC4(CCCNC4)C3)c[nH]c2c1 (stereo unspecified),i
Fc1ccc(N2CCN(CCc3ccccc3)CC2)cc1,?
CN1C(=O)C2(CCN(Cc3cccnc3N)CC2)c2ccccc21,i
C#Cc1ccc(CN(C)C(C)Cc2cc(C)ccn2)cc1 (stereo unspecified),i
COc1ccc(NC(=O)N2C[C@@H]3C[C@H](C2)c2ccc(NC(=O)CN(C)C)c(=O)n2C3)cc1,i
O=C(c1cncnc1)N1C[C@@H]2C[C@H](C1)c1ccc(-c3cccnc3)c(=O)n1C2,i
Cc1nc2ccccc2c(=O)n1-c1cccc([N+](=O)[O-])c1,i
CN(CCc1ccccn1)C[C@H]1CN2CC[C@H]1C[C@@H]2CNC(=S)NCc1ccco1,i
Cc1ccc(C(=O)NC[C@H]2C[C@@H]3CCN2C[C@@H]3c2cc(-c3cccs3)nc(C)n2)cc1,i
CCOC(=O)c1c(C)n(C2CCCCC2)c2ccc(OC(C)=O)cc12,i
C#C[C@H]1CN2CC[C@H]1C[C@@H]2CNC(=O)c1ccc(-c2ccccc2)cc1,i
CN1C(=O)C(Cc2ccc3c(c2)OCO3)C(=O)N(C)C1=O,i

Additional records.
SMILES | ST2 inh
Fc1ccc(N2CCN(Cc3ccccc3)CC2)cc1 | i
Cn1cnc(CCN)c1 | ?
Cc1cccc2c(CCNC(C)CN3CCOCC3)c[nH]c12 (stereo unspecified) | i
COc1ccc(S(=O)(=O)N2C[C@@H]3C[C@H](C2)c2ccc(-c4ccccc4C)c(=O)n2C3)cc1 | i
C=C[C@H]1CN2CC[C@H]1C[C@@H]2CNC(=S)Nc1cccc(C(=O)OC)c1 | i
Cc1ccccc1-c1ccc2n(c1=O)C[C@H]1C[C@@H]2CN(C(=O)CCC(=O)O)C1 | i
CC1CN(c2ccc([N+](=O)[O-])cc2)CC(C)N1 (stereo unspecified) | i
CN1CC2(c3ccccc3)CN(C)CC(c3ccccc3)(C1)C2=O | i
NS(=O)(=O)c1ccc(NC(=O)c2cccn(Cc3ccc(C(F)(F)F)cc3)c2=O)cc1 | i
COc1ccc(OC)c(S(=O)(=O)NC[C@H]2C[C@@H]3CCN2C[C@@H]3c2cc(-c3ccccc3OC)nn2C)c1 | i
c1ccc(-c2ncc(CN3CCC4(CCNCC4)C3)cn2)cc1 | ?
COc1ccc(-c2cc([C@H]3CN4CC[C@H]3C[C@@H]4CNS(=O)(=O)c3ccccc3)n(C)n2)cc1OC | ?
C#C[C@H]1CN2CC[C@H]1C[C@@H]2CNS(=O)(=O)c1cccc(F)c1 | ?
COc1ccc(CN2CCN(c3ccccc3Cl)CC2)cc1 | ?
COc1cc(CN2CCN(c3ccccc3C)CC2)ccc1O | i
CCOC(=O)C1C2NC(=O)N(Cc3ccccc3)C1(C)Oc1c(OC)cccc12 (stereo unspecified) | i
N[C@@H](CCl)C(=O)O | ?
COc1ccc(C(=O)N2C[C@@H]3C[C@H](C2)c2c(NC(=O)CSC)ccc(=O)n2C3)cc1 | ?
CNc1nc(-c2cccc3c2CCNC3)nc2c1CCC2 | ?
CSc1cccc(NC(=O)NC[C@H]2C[C@@H]3CCN2C[C@@H]3CN2CCN(C)CC2)c1 | i
C[N+]1(C)C2CCC1CC(OC(=O)C(CO)c1ccccc1)C2 (stereo unspecified) | i
CCC(=O)c1ccc(OCC(=O)N2CCCN3CCC[C@H]3C2)cc1 | ?
CN(Cc1ccccc1)C[C@H]1CN2CC[C@H]1C[C@@H]2CNC(=O)c1ccc(N(C)C)cc1 | i
Cc1cccc(N2CCN(Cc3ccc([N+](=O)[O-])cc3)CC2)c1C | 47%*
CCCn1c(C(=O)c2ccccc2OC)nc2ccccc21 | i
NC(Cc1ccc(N(CCCl)CCCl)cc1)C(=O)O (stereo unspecified) | i
O=c1c2ccccc2nc(/C=C\c2ccccc2F)n1-c1ccc(O)cc1 | ?
O=C1CO[C@H]2CN(Cc3cccnc3)C[C@H]2N1 | ?
CC(C)(C)c1cn(C[C@H]2CC3CCN2C[C@@H]3C(=O)NC2CC2)nn1 (stereo partly specified) | i
CN1CCN(Cc2c[nH]c3ccccc23)CC1 | i
O=S(=O)(NC[C@H]1C[C@@H]2CCN1C[C@@H]2CN1CCN(c2ccccc2)CC1)c1ccc(Cl)cc1 | i
CCN1CCN(Cc2ccsc2)CC1 | ?
c1ccc([C@H]2CN(Cc3ccccn3)[C@@H]3C4CCN(CC4)[C@H]23)cc1 | i
O=C(c1cccs1)N1C[C@@H]2C[C@H](C1)c1ccc(-c3cccc(C(F)(F)F)c3)c(=O)n1C2 | i
CC[C@@]1(O)C(=O)OCc2c1cc1n(c2=O)Cc2cc3ccccc3nc2-1 | i
Cc1ccc(C)c(N2CCN(Cc3cc(F)ccc3F)CC2)c1 | ?
O=c1ccc(-c2ccccc2F)c2n1C[C@H]1C[C@@H]2CN(Cc2ccc(CO)o2)C1 | i
Cc1ccc(S(=O)(=O)NC[C@H]2C[C@@H]3CCN2C[C@@H]3CN2CCN(c3ncccn3)CC2)cc1 | i
COc1ccc(CCN(C)Cc2ccc([N+](=O)[O-])o2)cc1OC | i
Cc1ccccc1-c1noc(CNC(C)Cc2cccs2)n1 (stereo unspecified) | i
O=c1ccc(-c2ccc(Cl)cc2)c2n1C[C@H]1C[C@@H]2CN(S(=O)(=O)c2cccs2)C1 | i
O=C1CN=C(c2ccccc2Cl)c2cc(Cl)ccc2N1 | i
CCOc1cc(CN2CCN(c3ccc(F)cc3)CC2)ccc1O | ?
CC12CCC3C(CCC4=C(O)C(=O)CCC43C)C1CCC2=O (stereo unspecified) | i
O=S1(=O)N(CCN2CC=C(c3c[nH]c4cc(F)ccc34)CC2)c2cccc3c2N1CCC3 | i
CC(=O)c1ccc(NC(=O)NC[C@H]2C[C@@H]3CCN2C[C@@H]3CN2CCC(C)CC2)cc1 | i
CN1CCN(c2ccc(C=O)cc2[N+](=O)[O-])CC1 | i
Cn1nc(C2CCCC2)cc1[C@H]1CN2CC[C@H]1C[C@@H]2CNS(=O)(=O)c1cccs1 | i
CC(=O)n1cc(C2C(=O)NC(=O)NC2=O)c2ccccc21 | i
CCC1(C)CC(CCNCc2ccccc2)(c2ccccc2OC)CCO1 (stereo unspecified) | ?

(listing goes on)
SMILES | ST2 inh
CC(N)Cc1c[nH]c2ccc(O)cc12 (stereo unspecified) | ?
CC1(C)C(C(=O)N2CCCC(Nc3ccc(F)cc3)C2)C1(C)C (stereo unspecified) | i
c1ccc2c(N3CCNCC3)cccc2c1 | i
CCOc1cc(C2C(C#N)=C(N)Oc3c2c(=O)oc2ccccc32)cc([N+](=O)[O-])c1O (stereo unspecified) | ?
CC(Cc1ccccn1)N(C)Cc1ccsc1 (stereo unspecified) | i
O=C(Nc1ccc2n(c1=O)C[C@H]1C[C@@H]2CN(C(=O)NC2CCCCC2)C1)c1cnccn1 | i
S=C(NC[C@H]1C[C@@H]2CCN1C[C@@H]2CN1CCCCC1)Nc1ccc(-n2cccn2)cc1 | i
Cn1nc(-c2ccc3ccccc3c2)cc1[C@H]1CN2CC[C@H]1C[C@@H]2CNC(=O)c1cccs1 | i
COc1ccccc1CNC(=O)[C@H]1CN2CCC1C[C@@H]2Cn1cc(CSc2ccccc2)nn1 (stereo partly specified) | i
COc1ccc(CC(N)=O)cc1OC | i
N#CC(c1c[nH]c2ccccc12)N1CCCCCC1 (stereo unspecified) | i
CC[C@H]1CN2CC[C@H]1C[C@@H]2CNC(=O)CC(C)(C)CC(=O)O | i
O=c1[nH]c2ccccc2n1C1CCN(CCCC(c2ccc(F)cc2)c2ccc(F)cc2)CC1 | i
Cc1nc(-c2cccs2)cc([C@H]2CN3CC[C@H]2C[C@@H]3CNC(=O)c2ccc3c(c2)OCO3)n1 | ?
COc1ccccc1N1CCN(Cc2ccc(F)cc2)CC1 | i
CC(=O)N1C[C@@H]2C[C@H](C1)c1ccc(NS(=O)(=O)c3ccccc3)c(=O)n1C2 | i
CCCN(CCC)CCc1ccc(O)c(O)c1 | i
COc1cc2c(cc1OC)C13CCN4C(=O)C(=O)C(CC41)C1C(OCC(=O)O)CC(=O)N2C13 (stereo unspecified) | i
CCOC(=O)c1nc2ccccc2c(=O)n1-c1ccc(Cl)c(Cl)c1 | i
COc1cc(C(=O)O[C@H]2[C@@H]3C=CO[C@@H](O[C@@H]4O[C@H](CO)[C@@H](O)[C@H](O)[C@H]4O)[C@@H]3[C@@]3(CO)O[C@@H]23)ccc1O | ?
O=C(NCc1ccc(F)cc1)[C@H]1CN2CCC1C[C@@H]2Cn1cc(CO)nn1 (stereo partly specified) | i
COc1ccc(OCC(=O)N2CCN(Cc3ccc4c(c3)OCO4)CC2)cc1 | i
CN(CCc1ccccn1)C[C@H]1CN2CC[C@H]1C[C@@H]2CNS(C)(=O)=O | i
COc1ccc(-c2cc([C@H]3CN4CC[C@H]3C[C@@H]4CNC(=O)Nc3ccccc3)n(C)n2)cc1 | i
COCCNC(=O)[C@H]1CN2CCC1C[C@@H]2Cn1cc(CSc2ccccc2)nn1 (stereo partly specified) | i
COc1cc(CN2CCN(Cc3ccccc3)CC2)cc(I)c1O | i
COc1ccccc1CN1CCN(C)CC1 | i
O=S(=O)(NC[C@H]1C[C@@H]2CCN1C[C@@H]2CN1CCc2ccccc21)c1ccccc1 | ?
CSc1ccc(CN2CCN(c3cc(C)ccc3C)CC2)cc1 | ?
C#C[C@H]1CN2CC[C@H]1C[C@@H]2CNC(=O)c1ccc(F)c(Cl)c1 | i
Cc1ccccc1CN1CCN(c2ccccc2C)CC1 | i
OC1[C@@H]2CC[C@H]1[C@H](N1CCCCC1)CC2 (stereo partly specified) | i

This is a subset, so the mix of outcomes need not match the whole.
